Compound activity (PubChem)
Large T inhibition – SV40 large T antigen inhibitors, biochemical (AID 1903); 310,000 tested, 0.39% active; inhibition, % at 20 µM; hits with a dose series show IC50 in µM; SV40 large T antigen ATPase/helicase inhibition assay; higher % means a stronger effect; in the data active = a potency from the dose series; inconclusive = inhibition mostly from about 32% at the one dose, without a potency; inactive = the rest, 99 in 100 with inhibition below about 32%; also: strong numbers were not always called active
RSV CPE inhibition – RSV antiviral activity via CPE protection, HEp-2 cells, primary 10 µM value included (AID 2391) | CPE inhibition, % at 10 µM; hits with a dose series show IC50 in µM | HEp-2 cells, RSV-induced CPE inhibition; higher % means a stronger effect | 310,000 tested, 0.13% active; in the data active = a potency from the dose series; inconclusive = CPE inhibition mostly from about 23% at the one dose, without a potency; inactive = the rest, 99 in 100 with CPE inhibition below about 21%; also: strong numbers were not always called active
GPR35 antagonists – GPR35 antagonists blocking zaprinast-driven arrestin recruitment, primary screen, imaging, U2OS, beta-arrestin-GFP, zaprinast agonist (AID 2058) | U2OS GPR35 beta-arrestin-GFP translocation imaging, zaprinast antagonism; higher % means a stronger effect | 290,000 tested, 0.052% active | inhibition, % at 10 µM, or IC50 in µM where a hit was titrated;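 active = inhibition of at least 50% with at least 30 cells and total cytoplasm GFP at most 10,000,000; inconclusive = under 30 cells or total GFP of 10,000,000 plus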
MgcRacGAP inhibition – MgcRacGAP GTPase-activating activity inhibitors, confirmation, biochemical, ADP Hunter fluorescence | MgcRacGAP-stimulated Rac1 GTP hydrolysis, ADP Hunter fluorescence; higher % means a stronger effect; GST-tagged Rac1 F28L mutant substrate | one-dose inhibition, % at 30 µM; IC50 in µM for titrated hits | 340,000 tested, 0.6% active | AID 624330;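 active = first-screen hits whose inhibition reached a set limit at any dose in the follow-up dose series; inconclusive = inhibition above the set first-screen limit but never retested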;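 also: fluorescence reports GDP produced by GAP-driven GTP hydrolysis; strong numbers were not always called active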
K1F lysis inhibition – protection from phage-mediated lysis, alamar blue read-out – E. coli UTI89, K1F phage, bacterial capsule biogenesis inhibitors (AID 488966). E. coli UTI89 K1F phage lysis, alamar blue, 2 h; higher % means a stronger effect. one-dose inhibition, % at 100 µM; IC50 in µM for titrated hits. 340,000 tested, 0.02% active;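 active = phage lysis inhibition, versus mean bacterial control, above a set limit; inconclusive = no clear call, values can overlap the other calls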;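 also: capsule biogenesis inhibitors block K1F phage lysis so surviving cells raise fluorescence; higher fluorescence means more inhibition of phage lysis; actives were called in the ten point dose series up to 300 µM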
HIV fusion peptide – inhibitors of HIV fusion peptide binding, primary screen, biochemical, uHTS, fluorescence dequenching (AID 1986); cell-free peptide binding, fluorescence dequenching, 30 min; higher % means a stronger effect; inhibition, % at 20 µM, or IC50 in µM where a hit was titrated; 290,000 tested, 0.3% active; in the data active = inhibition mostly above about 52%, no sharp cut-off; inactive = mostly below about 76%; also: some results filed as inactive read as strong as hits
Salmonella PhoP GFP – inhibitors of PhoP regulon expression, primary screen, Salmonella Typhimurium, GFP reporter (AID 1863); 300,000 tested, 0.16% active; S. Typhimurium PhoP-regulated promoter GFP reporter, 4 h; higher % means a stronger effect; inhibition, % at 50 µM; hits with a dose series show IC50 in µM;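 active = inhibition over 29.93%, a cutoff 3 SD above the screen mean, later confirmed by dose response; inconclusive = inhibition over 29.93% but no dose response follow-up; inactive = inhibition at most 29.93% or unconfirmed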;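 also: 0% = low Mg2+ inducing control and 100% = high Mg2+ repressing control; strong numbers were not always called active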
NS5 inhibitors – flavivirus cap methylation enzyme inhibition – biochemical, confirmation dose response, primary screen (AID 588689). Dengue-2 NS5 methyltransferase capping enzyme assay, biochemical; higher % means a stronger effect. one-dose inhibition, % at 25 µM; IC50 in µM for titrated hits. 340,000 tested, 0.3% active; in the data active = a potency from the dose series; inconclusive = inhibition above about 29% without an active follow-up result
GPR55 antagonists – GPR55 antagonists blocking LPI-driven arrestin recruitment, primary screen, imaging, U2OS, beta-arrestin-GFP, LPI agonist (AID 2013). U2OS GPR55 beta-arrestin-GFP translocation imaging, LPI antagonism; higher % means a stronger effect. inhibition, % at 10 µM, or IC50 in µM where a hit was titrated. 290,000 tested, 0.13% active;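 active = spots per cell inhibited over 60%, with over 100 cells counted and total cytoplasm intensity under 500,000; inconclusive = wells with under 100 cells, flagged as likely toxic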;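 also: U2OS cells stably carrying GPR55 and arrestin-GFP stimulated by 5 µM LPI near EC80; imaged beta-arrestin-GFP aggregate spots per cell after agonist stimulation; plate controls were LPI-stimulated DMSO wells for no effect and DMSO wells without LPI for full effect; some results filed as inactive read as strong as hits; confirmed hits need IC50 under 10 µM and bright autofluorescent wells are also inconclusive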
NS5 inhibitors pilot replicate – recorded beside NS5 inhibitors, whose call it bears; inhibition, %; measured here: pilot screen replicate inhibition
* = called active by the depositor; u = inconclusive; x = no result given; & = joins results of further samples; [ ] = remark or other dose. These rows are one share of the data; rates above refer to the full screens.

SMILES	Large T inhibition	RSV CPE inhibition	GPR35 antagonists	MgcRacGAP inhibition	K1F lysis inhibition	HIV fusion peptide	Salmonella PhoP GFP	NS5 inhibitors	GPR55 antagonists	others
CC(=NCC1CCCO1)c1c(O)n(C)c(=O)n(C)c1=O (stereo unspecified)	8%	2.5%	-6%	5%	0.3%	-2.1%	-6%	1%	5%	NS5 inhibitors pilot replicate=1.8
O=C(O)CC1OCC=C2CN3CCC45c6ccccc6NC4C1C2CC35 (stereo unspecified)	5%	0.9%	16%	4%	0.2%	2.0%	-3%	4%	6%
CCN(CC)C(=O)c1ccc(NC(=O)COc2ccc([N+](=O)[O-])cc2Cl)cc1	3%	7.7%	8%	-3%	3.2%	0.9%	-16%	-7%	-6%
COC(=O)C1=C(c2ccc(F)cc2OCc2ccccc2)C[C@@H]2CC[C@H]1N2C(=O)NC1CC1	x	-0.3%	x	-5%	-0.5%	x	x	-9%	x
COc1ccc(/C=C2\C(=O)NC(=O)N(CCC3=CCCCC3)C2=O)c(OC)c1	23%	0.9%	-9%	15%	0.2%	52%	5%	u	-12%
CCCOc1ccc(N2C(=O)CC(N3CC=C(c4ccccc4)CC3)C2=O)cc1 (stereo unspecified)	8%	2.4%	-18%	-4%	-0.8%	7.6%	-2%	-1%	-4%
COc1ccc(CC(=O)Nc2ccc(C#N)c(Cl)c2)cc1S(=O)(=O)N1CCOCC1	13%	11%	9%	8%	0.1%	-1.3%	-10%	0%	-1%
CCCc1nnc(NC(=O)CCC(=O)N2CCN(CCOC(c3ccccc3)c3ccccc3)CC2)s1	-112%	1.0%	-2%	2%	-0.6%	-1.7%	7%	-3%	4%
Cc1ncc(CN2CCCC(C(=O)c3ccc(C(C)(C)C)cc3)C2)s1 (stereo unspecified)	7%	3.9%	9%	7%	0.2%	0.3%	13%	-12%	7%
Cc1nc2ccccc2c(=O)n1-c1ccccc1C(F)(F)F	-1%	0.4%	0%	-8%	0.5%	-1.1%	-1%	-3%	-3%
C[C@H]1CCCC(=O)CCC/C=C/c2cc(O)cc(O)c2C(=O)O1	4%&3%	u	7%	4%	-0.5%	-1.6%	-4%&13%	-7%	-7%
CCCCn1c(=O)c(C(=O)Nc2ccc(C)cn2)c(O)c2ccccc21	14%	4.9%	0%	6%	0.0%	3.3%	-6%	-1%	4%	NS5 inhibitors pilot replicate=-3.0
CC(C)N(Cc1ccco1)/N=C/c1c(O)n(Cc2ccccc2)c(=O)[nH]c1=O	10%	-0.5%	0%	11%	0.7%	3.9%	-3%	2%	-4%
CCCCn1c(N)c(N(CCOC)C(=O)CN2CC=C(c3ccccc3)CC2)c(=O)[nH]c1=O	8%	0.8%	6%	-11%	-0.2%	1.6%	-6%	-9%	-2%
O=c1cccc2n1CC1CC2CN(c2ncnc3c2cnn3-c2ccccc2)C1 (stereo unspecified)	1%	1.4%	9%	9%	-0.3%	-1.2%	-6%	4%	10%
C[C@]12CCC3[C@@H](CCC4=CC(=O)CC[C@@]43CO)C1CCC2=O (stereo partly specified)	4%	0.8%	-12%	x	0.5%[50 µM]	0.6%	-4%	-1%	7%
C=CCn1c(O)c(C(C)=NCC2CCCO2)c(=O)[nH]c1=O (stereo unspecified)	3%	1.2%	7%	x	x	-0.6%	0%	x	-1%
O=C(CN1CCN(C(=O)COc2cccc(F)c2)CC1)Nc1ccc(Cl)c(C(F)(F)F)c1	x	0.2%	x	10%	-0.5%[50 µM]	x	x	-4%	x
O=C(Cc1ccccc1)OCC(=O)c1ccccc1	7%	0.9%	6%	6%	0.0%	1.3%	9%	0%	8%
O=C(CCNC(=O)N1C[C@H]2C[C@@H](C1)c1cccc(=O)n1C2)Nc1cccc(Cl)c1	17%	1.4%	-6%	6%	2.8%	2.5%	2%	-4%	5%
OCC#CC[N+]1(CC#Cc2ccccc2)CCOCC1	-12%	-0.5%	-1%	6%	0.8%	-3.1%	9%	2%	18%
COc1ccc2nc(NC3=NCCN3)sc2c1	12%	1.7%	7%	6%	1.6%[50 µM]	0.2%	-2%	1%	15%
Cc1ccc(N2C(=O)NC(=O)/C(=C\c3cc(C)n(-c4sc5c(c4C#N)CCCC5)c3C)C2=O)cc1	u	22%	-6%	11%	-0.1%	52%*	5%	-13%	13%
CC(=O)c1cn(Cc2ccccc2C#N)c2ccccc12	14%	11%	24%	1%	1.3%	-0.7%	-5%	-10%	20%
O=C(c1cc(-c2cccnc2)nc2ccc(Cl)cc12)N1CCC2(CC1)OCCO2	-1%	0.9%	-4%	-5%	-0.1%	0.3%	-11%	-2%	11%
CC(C)C[C@H](NC(=O)[C@@H]1CCCN1C(=O)[C@@H](N)Cc1ccc(O)cc1)C(=O)NCC(N)=O	9%&2%	-2.5%	-1%	5%	4.4%	-0.1%	4%&-4%	-5%	-9%
CN1C(=O)C(=Cc2cn(CC#N)c3ccccc23)C(=O)N(C)C1=O	10%	2.6%	-13%	11%	0.8%[50 µM]	18%	-7%	u	1%
CC(=NC(C)c1ccccc1)c1c(O)[nH]c(=O)[nH]c1=O (stereo unspecified)	-1%	1.6%	8%	17%	0.0%	-1.6%	1%	3%	6%
O=C(NC1CC2CCCC(C1)N2)c1ccccc1 (stereo unspecified)	8%	0.3%	-4%	1%	0.4%	1.9%	0%	-8%	-1%
CN1CCCC1C(O)(c1ccccc1)c1ccccc1 (stereo unspecified)	x	-0.1%	x	-7%	-0.6%	x	x	8%	x

Random excerpt: six entries already listed.
SMILES	Large T inhibition	RSV CPE inhibition	GPR35 antagonists	MgcRacGAP inhibition	K1F lysis inhibition	HIV fusion peptide	Salmonella PhoP GFP	NS5 inhibitors	GPR55 antagonists	others
C=CCn1c(O)c(C(C)=NCC2CCCO2)c(=O)[nH]c1=O (stereo unspecified)	3%	1.2%	7%	x	x	-0.6%	0%	x	-1%
O=C(c1cc(-c2cccnc2)nc2ccc(Cl)cc12)N1CCC2(CC1)OCCO2	-1%	0.9%	-4%	-5%	-0.1%	0.3%	-11%	-2%	11%
O=C(NC1CC2CCCC(C1)N2)c1ccccc1 (stereo unspecified)	8%	0.3%	-4%	1%	0.4%	1.9%	0%	-8%	-1%
CN1CCCC1C(O)(c1ccccc1)c1ccccc1 (stereo unspecified)	x	-0.1%	x	-7%	-0.6%	x	x	8%	x
COc1ccc2nc(NC3=NCCN3)sc2c1	12%	1.7%	7%	6%	1.6%[50 µM]	0.2%	-2%	1%	15%
CN1C(=O)C(=Cc2cn(CC#N)c3ccccc23)C(=O)N(C)C1=O	10%	2.6%	-13%	11%	0.8%[50 µM]	18%	-7%	u	1%

(further entries)
SMILES	Large T inhibition	RSV CPE inhibition	GPR35 antagonists	MgcRacGAP inhibition	K1F lysis inhibition	HIV fusion peptide	Salmonella PhoP GFP	NS5 inhibitors	GPR55 antagonists	others
Cc1cc(/C=C2/C(=O)NC(=O)N(Cc3ccco3)C2=O)c(C)n1-c1ccccc1O	38%	0.8%	-11%	5%	0.1%	12%	2%	-50%	-1%
CN1C(=O)C(=Cc2ccc(SC3CCCCC3)o2)C(=O)N(C)C1=O	9%	1.8%	-11%	25%	0.2%	19%	-9%	-1%	-46%
O=C(COc1ccc(Cl)cc1)NCCc1cnc[nH]1	-1%	2.6%	-6%	2%	0.2%[50 µM]	-0.9%	11%	-4%	5%
CCN(CC)CCNC(=O)c1c(O)c2ccccc2n(Cc2ccccc2)c1=O	12%	-0.9%	4%	7%	2.5%	0.0%	7%	-2%	8%
CC1=NN(c2ccccc2)C(=O)C1/C=C1/C(=O)NC(=O)N(c2cc(C)cc(C)c2)C1=O (stereo unspecified)	0%	1.1%	12%	12%	0.4%	2.1%	16%	6%	21%
CCOC(=O)c1c(NC(NC(=O)CF)C(Cl)(Cl)Cl)sc2c1CCCC2 (stereo unspecified)	17%	16%	17%	15%	-0.7%[50 µM]	-0.5%	-6%	5%	18%
O=C1CCN(C(=O)C(Cl)Cl)N1	6%	0.7%	-2%	11%	0.2%	-0.7%	1%	4%	1%
O=C(CN1CCN(Cc2cccc(Cl)c2)C1=O)N1CCC2(CC1)OCCO2	1%	2.1%	-6%	7%	0.5%	0.8%	1%	x	14%
COc1ccc(C(=O)C2CN(C)CC2c2ccc(Cl)cc2)cc1 (stereo unspecified)	14%	-1.3%	-10%	-9%	-1.1%	-0.6%	-1%	-9%	6%
Cc1cccc(C2=NCC(=O)N(CC(=O)NCc3ccco3)c3sc4c(c32)CCCC4)c1	27%	5.0%	11%	13%	-0.4%	1.9%	6%	3%	5%
CC(C)c1ccc(OCC(=O)N2CCN(C)CC2)c(Br)c1	5%	-1.8%	-4%	-1%	0.1%	-0.8%	33%	1%	-8%
COC(=O)c1c2[n+](cc3cc(OC)c(OC)cc13)CCc1cc(OC)c(OC)cc1-2	9%	0.0%	x	-1%	-1.9%	x	x	-3%	x
COc1ccc(Cn2c(O)c(C=NCCCn3ccnc3)c(=O)[nH]c2=O)cc1	0%	-1.0%	5%	11%	0.3%	0.2%	-5%	4%	-6%

Some of these compounds in order of count of non-hydrogen atoms, falling.
SMILES	Large T inhibition	RSV CPE inhibition	GPR35 antagonists	MgcRacGAP inhibition	K1F lysis inhibition	HIV fusion peptide	Salmonella PhoP GFP	NS5 inhibitors	GPR55 antagonists	others
CCCOc1ccc(N2C(=O)CC(N3CC=C(c4ccccc4)CC3)C2=O)cc1 (stereo unspecified)	8%	2.4%	-18%	-4%	-0.8%	7.6%	-2%	-1%	-4%
Cc1ncc(CN2CCCC(C(=O)c3ccc(C(C)(C)C)cc3)C2)s1 (stereo unspecified)	7%	3.9%	9%	7%	0.2%	0.3%	13%	-12%	7%
COc1ccc(C(=O)C2CN(C)CC2c2ccc(Cl)cc2)cc1 (stereo unspecified)	14%	-1.3%	-10%	-9%	-1.1%	-0.6%	-1%	-9%	6%
CC(C)c1ccc(OCC(=O)N2CCN(C)CC2)c(Br)c1	5%	-1.8%	-4%	-1%	0.1%	-0.8%	33%	1%	-8%
